PrPC TRFRET: cell surface PrPC inhibition, primary TR-FRET screen; P04156; TR-FRET read-out; inhibition, % at 13.8 µM; 370,000 compounds, 0.43% hits; AID 720596; in the data active = inhibition above about 24%; also: 0% = median of the test wells and 100% = reference compound wells
FBA Mtb inh: inhibits M. tuberculosis FBA enzyme; purified M. tuberculosis FBA, fluorescence read-out; inhibition, % at 1 µM; 360,000 compounds, 2.3% hits; in the data active = inhibition above about 27%;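 also: 0% = vehicle and 100% = reference inhibitor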
Target sequence (P9WQA3 whole entry, looked up): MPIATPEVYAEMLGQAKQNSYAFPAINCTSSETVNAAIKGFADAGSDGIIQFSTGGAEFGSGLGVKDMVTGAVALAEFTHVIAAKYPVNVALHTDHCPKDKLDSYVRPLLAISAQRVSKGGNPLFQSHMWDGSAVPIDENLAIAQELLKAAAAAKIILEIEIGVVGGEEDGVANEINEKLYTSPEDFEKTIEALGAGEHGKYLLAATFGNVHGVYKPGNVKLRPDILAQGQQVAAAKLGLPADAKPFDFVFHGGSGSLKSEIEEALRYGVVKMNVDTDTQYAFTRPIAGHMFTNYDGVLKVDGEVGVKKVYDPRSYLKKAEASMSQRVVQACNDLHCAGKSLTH
Mtb UGM inh: inhibitors of M. tuberculosis UDP-galactopyranose mutase; purified UGM, fluorescence polarization probe displacement; P9WIQ1; inhibition, % at 10 µM; 320,000 compounds, 0.06% hits; in the data active = inhibition above about 10%, passing the limit was not always enough; inconclusive = no clear call, values can overlap the other calls
Target sequence (P9WIQ1 whole entry, looked up): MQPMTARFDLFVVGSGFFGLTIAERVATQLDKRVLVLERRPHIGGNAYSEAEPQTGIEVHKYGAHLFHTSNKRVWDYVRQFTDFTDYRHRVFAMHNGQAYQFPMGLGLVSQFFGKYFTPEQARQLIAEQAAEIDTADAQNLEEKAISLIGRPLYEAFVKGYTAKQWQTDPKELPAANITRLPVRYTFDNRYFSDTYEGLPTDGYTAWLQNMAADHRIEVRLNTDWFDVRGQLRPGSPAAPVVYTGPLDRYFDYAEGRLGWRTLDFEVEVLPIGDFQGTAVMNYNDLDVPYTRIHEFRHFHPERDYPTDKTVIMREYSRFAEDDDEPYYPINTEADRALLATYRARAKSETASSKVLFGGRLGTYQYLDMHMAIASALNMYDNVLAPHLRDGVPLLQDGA
BoNT-F LC inh: blocks Botulinum neurotoxin F light chain protease; Multiplex microsphere protease cleavage assay, flow cytometry; inhibition, % at 10 µM; 360,000 compounds, 0.22% hits; in the data active = inhibition above about 35%, passing the limit was not always enough; inconclusive = no clear call, values can overlap the other calls; also: plate controls were buffer without enzyme for full effect and enzyme alone for no effect
Mtb BioA inh: BioA (M. tuberculosis) enzyme inhibition; purified M. tuberculosis BioA enzyme, plate reader; 360,000 compounds, 0.096% hits; inhibition, % at 9.99 µM; AID 602481; in the data active = inhibition above about 40%; inconclusive = no clear call, values can overlap the other calls
FadD28 binding: inhibitors of Mycobacterium tuberculosis FadD28 bisubstrate binding | FadD28 bisubstrate probe binding, fluorescence polarization | inhibition, % at 12.5 µM | 360,000 compounds, 0.22% hits | AID 588549; in the data active = inhibition above about 8.5%, passing the limit was not always enough; inconclusive = no clear call, values can overlap the other calls
CCHFV vOTU inh: CCHFV vOTU protease inhibition; Pep-AMC fluorescence; inhibition, % at 11.5 µM; 370,000 compounds, 0.55% hits; AID 651958; also: 0% = vehicle wells with enzyme and 100% = no enzyme wells
BoNT A protease: blocks Botulinum neurotoxin A light chain protease; 360,000 compounds, 0.17% hits; AID 588499; inhibition, % at 10 µM; multiplex microsphere protease substrate cleavage, flow cytometry; in the data active = inhibition above about 30%; inconclusive = no clear call, values can overlap the other calls; also: plate controls were buffer without enzyme for full effect and enzyme alone for no effect
GDH-TPI inh: inhibits GDH-TPI coupling enzymes, artifact for Mtb FBA screen; GDH-TPI coupled enzyme counterscreen, NADH absorbance; inhibition, % at 4.8 µM; 360,000 compounds, 1.2% hits;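 also: 0% = DMSO wells and 100% = wells lacking the enzyme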
* = called active by the depositor; ? = inconclusive; nt = no result given; & = joins results of further samples. Rule as the data show it, unless noted: active = inhibition above about 30%; inactive = the rest.

The line under a structure holds: PrPC TRFRET	FBA Mtb inh	Mtb UGM inh	BoNT-F LC inh	Mtb BioA inh	FadD28 binding	CCHFV vOTU inh	BoNT A protease	GDH-TPI inh
1	COc1ccc(NC(=O)c2ccc(CN(c3cc(Cl)ccc3C)S(=O)(=O)c3ccccc3)cc2)cc1OC
    -1.0	-0.2	2.0	-10.9	-1.0	-2.2	11.8	-3.7	14.7
2	C/C=C/Cn1c(SCc2ccc(Cl)cc2)nc2c1c(=O)[nH]c(=O)n2C
    9.1	-0.3	-1.1	-2.8	-1.1	-1.6	-8.1	0.2	5.0
3	CCC(c1nnnn1-c1c(C)cccc1C)N1CCN(C/C=C/c2ccccc2)CC1 (configuration not stated)
    -4.1	0.6	nt	5.3	6.8	-0.9	6.5	-0.7	nt
4	CCCCNC(=O)C1c2cc(OC)c(OC)cc2C(=O)N(C)C1c1ccc(OC)cc1 (configuration not stated)
    1.5	2.2	0.8	4.8	0.7	0.4	3.8	-0.7	9.6
5	Cc1nnc2n1CCCCC2
    0.6	9.8	-0.3	?	-1.1	-1.3	-10.5	-3.9	2.1
6	Cc1nn(-c2cc(N3CCNCC3)ccc2[N+](=O)[O-])c(=O)c2ccccc12
    -13.4	1.2	-0.4	-1.9	0.3	-1.6	2.7	-0.4	18.0
7	Cc1ccc([C@H]2C[C@H](n3cc(COC(=O)c4ccccc4)nn3)[C@@H](O)CN2C(=O)c2cccs2)cc1
    -6.3	-1.7	nt	-5.1	-1.5	-2.4	-4.8	-0.5	2.4
8	O=C(/C=C/c1ccccc1[N+](=O)[O-])c1ccc(F)cc1
    -6.1	0.5	-2.8	-1.1	-1.6	-2.1	9.7	0.4	6.3
9	CC(C)(C)Nc1nc(-c2ccc3c(c2)CCN3C(=O)C2CC2)cs1
    3.6	1.3	1.4	-14.8	-2.0	-1.9	11.6	-3.9	11.8
10	COc1cccc(-c2nc(Cl)nc3cc(Cl)ccc23)c1
    -1.4	nt	nt	0.7	nt	nt	-4.0	-0.4	nt
11	COc1ccc(CNC(=O)CN2CCC(NC(=O)c3ccc(OC)cc3)CC2)cc1
    -5.8	9.2	nt	-7.5	-5.8	3.8	0.0	-3.6	-0.8
12	CCOc1ccc2nc(N3CCC(C(=O)N4CCN(c5ccccn5)CC4)CC3)sc2c1
    nt	4.8	3.5	-1.4	-1.1	-2.1	nt	-0.3	1.0
13	O=C(Nc1ccc([N+](=O)[O-])cc1)OC1CCS(=O)(=O)C1 (configuration not stated)
    -8.9	nt	nt	-8.5	nt	nt	6.2	0.1	nt
14	CCCCN(CCCC)c1nc(OC)nc(-n2nnc(C(C)=O)c2C)n1
    -5.1	-2.1	1.5	-7.6	5.4	-5.6	24.8	0.5	-11.9
15	O=C(COC(=O)c1cc(Cl)ccc1O)NNC(=O)c1ccc([N+](=O)[O-])cc1
    -25.7	4.1	0.9	5.3	-1.5	0.1	-8.9	-0.1	9.8
16	O=C(O)/C=C\C(=O)Nc1ccccc1F
    -3.7	1.8	nt	-5.5	-2.1	-2.2	3.9	-0.2	4.5
17	COc1cccc(NC(=O)Nc2nnc(COCCO)s2)c1
    4.2	-2.5	nt	-7.2	-0.4	-0.9	10.1	-0.6	-7.1
18	CCOc1ccccc1NC(=O)CN(c1ccc(Cl)cc1)S(C)(=O)=O
    4.7	-0.3	-0.7	?	1.1	-2.4	-1.1	-0.3	5.5
19	CCOC(=O)N1CCN(C(=O)c2ccc3c(c2)NC(=O)/C(=C/c2ccccc2)S3)CC1
    -3.6	2.5	0.5	4.1	-1.6	-0.2	-5.1	0.1	28.8
20	Cn1c(=O)c2cc(S(=O)(=O)Nc3cccc(F)c3)ccc2n(C)c1=O
    6.3	-2.0	-0.9	-17.1	1.0	-1.1	10.9	0.4	-6.7
21	O=C1CCC/C1=C/Nc1ccc(Cl)cc1
    -0.5	-2.0	-0.8	3.5	nt	0.5	19.1	-0.1	31.7*
22	NC(=O)c1ccc(-n2nnnc2SCC(=O)NC2CCCCC2)cc1
    0.2	2.2	0.0	-3.1	0.7	-3.5	9.7	-0.1	0.0
23	C/C(=N\NC(=S)NC(C)C)c1ccco1
    0.0	2.4	-1.3	-3.5	nt	-0.6	-10.3	0.5	4.9
24	CCc1nnc(NC(=O)CSc2nc3c(C)cccc3[nH]2)s1
    -4.9	3.5	1.3	-0.8	nt	-0.5	-20.5	-0.9	-4.4
25	CCN(CC)CC(=O)Nc1scc2c1c(=O)oc1ccccc12
    -13.7	3.7	0.4	16.8	8.6	-0.6	-6.2	4.2	-1.5
26	Cc1cc2nc(-c3ccc(SCC(=O)N4CCN(C(=O)c5ccco5)CC4)nc3)[nH]c2cc1C
    5.7	34.9*	0.6	3.4	-1.7	-13.2	-16.5	1.6	48.2*
27	Nc1ccc(Cl)cc1C(=O)c1ccccc1Cl
    1.8	1.2	-0.6	2.3	nt	-2.0	16.0	0.3	12.8
28	COc1ccccc1CN1CCCCC1C(=O)O (configuration not stated)
    5.7	4.0	-2.9	3.5	nt	1.0	21.2	-1.2	6.0
29	COc1cccc(OC)c1C(=O)Nc1ccc(Br)c(C(=O)c2ccccc2)c1
    4.9	0.3	0.5	-0.3	0.5	-3.9	-1.4	-0.5	-5.2
30	Cc1ccc(C)c(N(CC(=O)NC2CCCC2)C(=O)CCC(=O)Nc2cc(C)on2)c1
    2.7	0.1	1.9	-4.5	-2.3	-2.7	6.8	-1.5	5.0
31	Cc1onc(-c2c(F)cccc2Cl)c1C(=O)N=C(N)N1CC(C)OC(C)C1 (configuration not stated)
    -0.6	6.9	-3.1	?	nt	1.0	-8.0	2.1	-11.2
32	Cc1ccc(C)c(S(=O)(=O)NC2CCSC2=O)c1 (configuration not stated)
    0.2	-1.3	nt	-4.1	2.2	-2.4	0.3	-1.6	-4.1
33	Cc1ccc(NC(=S)N2CCN(CCN3C(=O)c4cccc5cccc(c45)C3=O)CC2)cc1
    -19.5	3.5	-0.1	nt	1.9	-1.7	-2.5	nt	12.4
34	Cc1ccc([C@H]2C(C(=O)O)=CC[C@@H](c3cccc(C)c3)N2S(=O)(=O)c2ccc(C)cc2)cc1
    1.4	0.4	1.9	-4.4	1.0	-5.2	0.1	-0.4	3.1
35	CC1=CC2=NC(=O)/C(=C/c3cccn3Cc3ccccc3)C(=N)N2O1
    4.2	1.8	-3.9	?	5.7	-3.2	-5.5	1.6	9.0
36	COc1ccccc1NC(=S)NC1CCCCCC1
    2.5	0.0	-1.3	2.6	1.4	0.2	-15.9	-0.5	1.1
37	Cc1noc2ncnc(N3CCN(c4cccc(Cl)c4)CC3)c12
    3.7	-0.3	1.8	-3.6	nt	-0.7	-4.1	-1.0	-4.1
38	Nc1c(S(=O)(=O)O)cc(NC(=O)c2ccccc2)c2c1C(=O)c1ccccc1C2=O
    nt	-0.9	1.0	-15.4	-0.7	26.1*	nt	6.3	2.2
39	O=C(N/N=C/c1ccccc1F)c1ccc(COc2ccccc2Cl)o1
    11.3	-5.6	1.3	12.0	-1.5	-1.5	17.6	3.7	15.3
40	CNC(=O)C(=O)N/N=C/c1cccnc1
    2.1	1.4	1.9	nt	nt	-2.1	-15.8	nt	7.3

By substructure: the entries above with two or more sulfur atoms (2)
The line under a structure holds: PrPC TRFRET	FBA Mtb inh	Mtb UGM inh	BoNT-F LC inh	Mtb BioA inh	FadD28 binding	CCHFV vOTU inh	BoNT A protease	GDH-TPI inh
24	CCc1nnc(NC(=O)CSc2nc3c(C)cccc3[nH]2)s1
    -4.9	3.5	1.3	-0.8	nt	-0.5	-20.5	-0.9	-4.4
32	Cc1ccc(C)c(S(=O)(=O)NC2CCSC2=O)c1 (configuration not stated)
    0.2	-1.3	nt	-4.1	2.2	-2.4	0.3	-1.6	-4.1

The listing continues:
The line under a structure holds: PrPC TRFRET	FBA Mtb inh	Mtb UGM inh	BoNT-F LC inh	Mtb BioA inh	FadD28 binding	CCHFV vOTU inh	BoNT A protease	GDH-TPI inh
41	Cc1c(CN2CCC(C(=O)Nc3ccc(Oc4ccccc4)nc3)CC2)cnn1C
    -4.7	-1.1	-1.0	2.3	2.4	-4.4	10.4	-1.1	-8.7
42	CCOc1cc(CO)ccc1OCC(=O)N1CCCCC1
    3.9	0.8	-0.6	-5.9	nt	-3.2	2.1	-0.1	-0.9
43	Cc1csc(NC(=O)C2CCCC2)n1
    5.5	0.9	8.8	-12.8	-2.9	-4.2	-3.0	-0.1	-7.2
44	CCc1noc(C)c1C(=O)N(CCOC)c1c(N)n(CC(C)C)c(=O)[nH]c1=O
    5.9	-1.6	0.0	0.5	0.1	-2.3	6.9	-2.5	-8.9
45	CCOC(=O)c1c(NC(=O)C2=C(C)NC(=S)NC2c2ccccc2C(F)(F)F)sc(C)c1C (configuration not stated)
    -0.6	0.2	nt	5.8	-1.0	-5.3	-13.0	0.6	1.1
46	NC(=O)NN=C1CCn2cccc21
    -4.0	3.4	nt	-4.6	nt	-1.7	9.9	-0.1	10.3
47	Cc1nc(CCNC(=O)c2cccs2)cs1
    -0.6	-2.5	-2.6	9.6	-1.4	0.7	-8.1	1.2	7.5
48	CC1(c2ccc3ccccc3c2)NC(=O)N(CC(=O)N2CCC(C(N)=O)CC2)C1=O (configuration not stated)
    -3.6	54.4*	-0.1	6.0	nt	-1.6	-11.0	4.9	1.4
49	CCOc1cc(CNCC2CCCN2CC)cc(Cl)c1OC (configuration not stated)
    1.0	1.3	0.1	2.1	1.3	-0.4	8.0	0.5	-6.2
50	Cc1nc(CN2CCCC2=NC#N)n(-c2ccccc2)n1
    -3.4	0.3	-5.3	-2.0	1.6	-1.4	0.8	0.5	0.4
51	CCC(=O)Nc1cccc2cccnc12
    -3.7	3.6	3.2	-4.5	-3.5	-3.0	-4.2	-1.1	-7.8
52	COC(=O)c1ccc(CN2CCCC(C(=O)Nc3ccc(-c4ccn[nH]4)cc3)C2)cc1 (configuration not stated)
    2.5	-1.0	-0.3	0.2	-0.3	-0.7	2.1	-2.4	6.2
53	COc1ccc2nc(SCC(=O)Nc3ccccc3C#N)[nH]c2c1
    0.5	1.2	-0.7	6.0	7.0	-0.3	0.4	-0.3	7.3
54	COc1ccc(OCC(=O)N2N=C(C(F)F)CC2(O)C(F)F)cc1 (configuration not stated)
    4.9	0.5	3.0	-1.7	nt	-1.5	-4.6	0.9	2.6
55	CC(=O)c1nn(-c2cccc(Br)c2)cc1C(=O)c1ccco1
    0.6	2.5	-1.2	19.9	-0.6	-1.0	-0.8	3.4	9.1
56	Cc1ccc(-c2csc3nnc(SCC(=O)NCc4ccc5c(c4)OCO5)n23)cc1
    -1.6	-0.3	3.7	-15.3	-1.4	-3.9	6.5	-2.0	-1.4
57	N#CCCN(CC(=O)O)S(=O)(=O)c1ccccc1
    5.6	0.5	-1.3	-2.2	-0.3	-1.9	0.9	0.1	4.2
58	COc1ccccc1C(=O)Nc1ccnn1C1CCN(Cc2cnn(C)c2C)CC1
    -7.5	0.7	1.4	8.2	35.3	-1.7	8.8	0.3	3.0
59	COc1ccc(N=Cc2c(O)n(-c3ccc(OC)cc3)c(=O)c3ccccc23)cc1
    8.1	4.5	-2.6	3.8	nt	-1.1	3.3	0.8	7.3
60	COc1ccc(C2c3c(C)nn(-c4ccccc4)c3NC(=O)N2c2ccccc2)cc1 (configuration not stated)
    3.2	-0.4	-0.4	-2.7	nt	-0.9	-4.6	-0.3	4.7
61	O=S(=O)(c1ccc(=S)[nH]c1)N1CCCCCC1
    17.6	-0.8	-1.1	-2.8	-1.2	-0.7	-0.1	-0.3	5.5
62	CCN(CC)N=Nc1ccc(S(=O)(=O)Nc2nc(C)cc(C)n2)cc1
    -0.3&4.4	3.1&-0.9	0.8&-1.9	-1.9&-28.5	-1.4&-1.7	-3.4&-3.8	1.5&11.7	-0.6&-3.7	25.0&28.4
63	Cc1cc(-c2ccccc2)c2c3c(c(-c4ccccc4)n2n1)c(=O)n(C)c(=O)n3C
    nt	-0.4	1.4	-30.1	-1.4	-2.8	nt	-4.5	-8.3
64	COC(=O)c1ccc(COC(=O)CNS(=O)(=O)c2ccc(C)cc2)cc1
    3.8	1.2	-2.6	-1.0	nt	0.2	14.6	0.2	6.4
65	CC(=O)/C(N=Nc1cc2c(c([N+](=O)[O-])c1C)C(C)(C)CC2(C)C)=C(\C)O
    -1.2	1.9	-5.5	nt	0.5	-1.1	-9.7	nt	1.5
66	CC(=O)Nc1ccccc1OC(C)C(=O)NC(C)c1ccc(F)cc1 (configuration not stated)
    9.4	-0.7	-1.5	-23.4	nt	0.6	4.7	-0.3	7.4

From PubChem BioAssay
